Screening data deposited in PubChem BioAssay by NCI.
Growth percent in the NCI-60 one-dose screen (48 h, 10 µM unless noted): 100 = growth as untreated, 0 = no growth, -100 = all killed.
M14 – M14 melanoma. 6.2% of 80,000 active. AID 1794745
SK-MEL-28 – SK-MEL-28 melanoma. 4.1% of 81,000 active
HOP-92 – HOP-92 NSCLC cells; 6.3% of 71,000 active; AID 1794738
HOP-62 – HOP-62 NSCLC; 3.9% of 80,000 active; AID 1794735
SK-MEL-5 – SK-MEL-5 melanoma. 6.4% of 80,000 active
A549/ATCC – A549/ATCC NSCLC; 3.7% of 81,000 active
EKVX – EKVX NSCLC; 3% of 71,000 active
CCRF-CEM – CCRF-CEM leukemia; 7% of 77,000 active
Numbers without * were called inactive; · = no result given; & = joins results of further samples; [ ] = another dose, or the depositor's remark. How the source made its calls: active means growth percent below 10; inactive means the rest.

SMILES	M14	SK-MEL-28	HOP-92	HOP-62	SK-MEL-5	A549/ATCC	EKVX	CCRF-CEM
Cc1ccc(-c2nc3ccc(C(=O)N=Nc4c(O)[nH]c5ccc(Br)cc45)cc3[nH]2)cc1	56	99	88	69	84	87	95	35
N#C/C(=C\NC(=S)Nc1ccccc1Cl)C(=O)c1ccc2ccccc2c1	99	109	79	97	101	88	104	95
CC(=O)N/N=C/c1ccc2c(c1)CCC2	106	109	87	·	109	104	92	114
NS(=O)(=O)c1ccc(C(=O)NN2C(=O)c3cccc4cccc(c34)C2=O)cc1	102	113	104	99	101	102	98	105
O=C(Cn1c(=O)sc2nc3ccccc3nc21)Nc1ncc(Cc2ccc(F)cc2)s1	100	114	98	104	98	104	80	·
Clc1ccc(-c2noc(CN3CCOCC3)n2)cc1	100	104	100	102	97	96	·	96
COc1ccc(C2CC(n3nnnc3-c3ccccc3)=NN2)cc1 (stereo unspecified)	35	95	80	78	71	60	66	40
COc1cccc(CNc2ccnc3oc4ccc(N)cc4c23)c1	66	64	·	72	13	48	48	72
CCOC(=O)C1=C(C)NC(SCc2nc(C)c(C)nc2C)N=C1c1ccc(C#N)cc1 (stereo unspecified)	104	104	89	98	102	103	110	103
CC(C)CNc1nc(-c2ccc(Cl)cc2)n2ncc(C#N)c2n1	108	115	106	90	110	80	95	99
CC(NCCCSc1ccccc1)C(O)c1ccc(O)cc1 (stereo unspecified)	101	114	37	108	98	94	·	91
COc1cc(/C=C2\CCCC3=C2N=C2SC(C)=NN2C3c2cc(OC)c(OC)c(OC)c2)cc(OC)c1OC (stereo unspecified)	11	26	92	-0.7*	45	40	·	-10*
CC(=O)N1N=C(c2ccc(Br)cc2)CC1c1ccc(C)s1 (stereo unspecified)	101	104	78	104	82	83	50	73
Cn1c(=O)[nH]c(=O)c2nc(CCC(=O)NCc3ccc(C(=O)O)cc3)c(=O)[nH]c21	105	103	100	104	99	101	101	110
COC(=O)c1c[n+]([O-])ccc1OC	104	91	·	97	100	105	·	·
c1ccc2c(c1)cnc1c3ccccc3n(CCCn3ccnc3)c21	100	112	81	61	59	51	91	47
CCOc1ccc2nc(C)cc(Nc3cccc(O)c3)c2c1	66	84	74	81	73	87	85	83
C=CCn1c(C)nc2cc(Nc3nc(Cl)nc4nc[nH]c34)ccc21	100	101	25	90	97	99	·	86
Cc1nn(-c2ccc(Cl)cc2)c(=O)n1CCN1CCOCC1	70	93	30	34	80	56	75	63
COc1ccc(C2C=C(c3cc(OC)c(OC)c(OC)c3)N=C3SC=CN32)c(Br)c1 (stereo unspecified)	82	63	59	91	98	62	·	66
NC(=O)c1nn(-c2ccccc2)nc1N1CCCC1	107	111	110	105	101	98	95	105
O=[N+]([O-])c1cccc(/C=N/Nc2nc(N/N=C/c3cccc([N+](=O)[O-])c3)nc(N3CCOCC3)n2)c1	86	82	86	74	63	71	89	42
Cn1c(=O)oc2ccccc2c1=O	101	115	·	110	105	106	117	84
CCC(C(=O)c1ccccc1)C1(C(=O)OC)NC(=S)NC(=O)C1C#N (stereo unspecified)	115	118	106	116	101	119	101	104
Nc1cc(O)cc2cccnc12	84	112	103	87	72	86	104	87
O=C(OCc1ccc2c(Cl)cc(Cl)c(O)c2n1)N1CCNCC1	44	70	45	23	36	17	33	26
CC([C@H]1CCC2C3CCC4C[C@@H](NC=O)CC[C@]4(C)C3CC[C@@]21C)N(C)C (stereo partly specified)	-49*	-94*	1.0*	-55*	-97*	16	29	-22*
CC[C@]12C=CCN3CC[C@]4(C(=C(C(=O)OC)C1)Nc1cc5c(cc14)[C@@H]1[C@H](O5)[C@@H](O)[C@@]4(CC)CC(C(=O)OC)=C5Nc6cc(OC)ccc6[C@@]56CCN1[C@@H]46)[C@@H]32	9.3*	1.9*	37	24	-2.4*	20	19	5.9*
O=C(/C=C/c1ccc[nH]1)c1ccc(-n2ccc(C(F)(F)F)n2)cc1	94	103	96	104	100	51	79	26
CC(C)(C)NCCCCCO	96	106	110	96	99	95	94	99

A portion from the list above, for reference:
SMILES	M14	SK-MEL-28	HOP-92	HOP-62	SK-MEL-5	A549/ATCC	EKVX	CCRF-CEM
CC([C@H]1CCC2C3CCC4C[C@@H](NC=O)CC[C@]4(C)C3CC[C@@]21C)N(C)C (stereo partly specified)	-49*	-94*	1.0*	-55*	-97*	16	29	-22*
CC[C@]12C=CCN3CC[C@]4(C(=C(C(=O)OC)C1)Nc1cc5c(cc14)[C@@H]1[C@H](O5)[C@@H](O)[C@@]4(CC)CC(C(=O)OC)=C5Nc6cc(OC)ccc6[C@@]56CCN1[C@@H]46)[C@@H]32	9.3*	1.9*	37	24	-2.4*	20	19	5.9*
O=C(/C=C/c1ccc[nH]1)c1ccc(-n2ccc(C(F)(F)F)n2)cc1	94	103	96	104	100	51	79	26
CC(C)(C)NCCCCCO	96	106	110	96	99	95	94	99

(listing goes on)
SMILES	M14	SK-MEL-28	HOP-92	HOP-62	SK-MEL-5	A549/ATCC	EKVX	CCRF-CEM
Cc1csc(/N=C(N)/N=C(\N)c2cccc(Br)c2)n1	87	92	70	85	98	101	89	99
O=P1(O)Cc2ccccc2-c2ccccc21	100	107	93	·	98	99	103	86
O=C(NCCBr)Nc1ccccc1	95	103	100	103	106	97	·	92
COc1ccc(/C=C2\Oc3cc(OCCN4CCC(Cc5ccccc5)CC4)ccc3C2=O)cc1OC	30	81	48	79	43	87	70	56
CC1=C(C(=O)c2cnccn2)C(c2ccccc2)NC(=O)N1 (stereo unspecified)	104	106	108	106	101	110	104	114
COc1ccc(-c2nn(-c3ccc(NC(=O)Nc4ccc(Cl)c(Cl)c4)cc3)cc2-c2ccncc2)cc1Cl	6.7*	28	-17*	21	-27*	15	22	13
COc1ccc2c(c1)c(-c1cc(N)n3nc(-c4cn(C)c5ccc(OC)cc45)cc3n1)cn2C	111	113	87	103	102	46	107	-8.5*
C=C(C)[C@@H]1CC[C@]2(COC(=O)Oc3ccc([N+](=O)[O-])cc3)CC[C@]3(C)[C@H](CC[C@@H]4[C@@]5(C)CC[C@H](O)C(C)(C)[C@@H]5CC[C@]43C)[C@@H]12	107	116	98	109	100	98	101	98
Nc1nn2c(-c3ccc(F)cc3)ccnc2c1N=Nc1ccc(S(N)(=O)=O)cc1	92	100	79	95	99	99	105	·
COc1cc(CC(=O)c2ccc(O)c(OC)c2)ccc1O	102	97	84	91	101	79	111	94
CC(NC(=O)c1ccc2ccccc2n1)C(=O)O (stereo unspecified)	107	110	111	103	102	100	92	115
S=C1NCCNC(=S)SSSS1	116	119	99	111	108	93	116	80
CC(=O)N(C)c1ccc(/C=C2\C=Cc3ccccc32)cc1	102	108	64	104	87	90	77	85
NC(=S)c1cnccn1	105	115	101	101	101	80	102	103
O=C(O)CC1(CC(=O)O)CCCCC1	104	110	106	109	107	105	115	98
COc1ccc(-c2ccc(-c3ccc(C(=N)N)cc3)s2)cc1OC	98	93	51	91	82	93	86	77
CC(=O)Nc1cccc(NC(C)=O)c1	101&107	134&113	100	85&99	112&102	115&104	90&105	117&109
CC(C)(C)NC(=O)c1c(-c2ccccc2)nc(SCc2cc(=O)oc3ccc(F)cc23)[nH]c1=O	92	107	92	90	99	93	107	113
c1ccc(Nc2cccc3c(Nc4ccccc4)cccc23)cc1	·	101	88	96	98	109	97	89
CN(CCC(=O)/C(=C\c1ccccc1)c1ccc(Cl)cc1)Cc1ccccc1	38	9.2*	83	48	59	86	87	-7.8*
CC(=O)OCC1O[C@@H](Oc2ccc3c(C)cc(=O)oc3c2)C(OC(C)=O)[C@@H](OC(C)=O)[C@H]1OC(C)=O (stereo partly specified)	93	109	·	106	106	127	120	103
COc1ccc(N=C(C)CC(C)=O)cc1	100	113	·	102	105	93	87	90
Clc1ccc(-c2nc3c4c(-c5ccccc5)c(-c5ccccc5)oc4ncn3n2)cc1	100	112	90	97	101	109	101	104
COc1ccc(/C=C/c2nc(Nc3ccc(N)cc3)c3ccccc3n2)cc1	59	98	95	99	·	75	85	97
OCC1CCCN(Cc2ccc(-c3ccccc3)cc2)C1 (stereo unspecified)	103	97	·	106	96	97	·	97
O=c1/c(=C\c2ccc(-c3ccccc3)o2)sc2nc(Cc3ccccc3)nn12	93	109	·	109	100	99	99	108
COc1ccc(-c2ccc(-c3ccc(C(=N)N)cn3)s2)cc1Cl	-82*	-87*	-77*	-51*	-48*	-58*	-58*	-36*
CC(=O)N(N=O)c1c(Cl)cc(Br)cc1Br	99	110	103	113	100	109	·	92
COc1ccc(Oc2nc(Nc3ccc(N4CCOCC4)cc3)ncc2NC(=O)c2ccc3c(c2)OCO3)cc1	105	111	94	105	91	96	92	86
O=C(O)c1ccc(C(=O)c2ccc([N+](=O)[O-])cc2)cc1	111	106	104	93	103	95	·	106
COCCCN(C(=O)c1cccc(C)c1)c1c(N)n(Cc2ccccc2)c(=O)[nH]c1=O	99	100	87	90	98	104	123	98
COc1ccccc1Cn1cc(C#N)c(N)c1C(=O)c1ccc(C)cc1	103	101	86	103	100	122	100	95
COc1ccc(OC)c(/C=C/C(=O)c2ccc(NC(=O)COc3cccc4cccnc34)cc2)c1	87	101	61	104	90	92	87	20
O=c1oc2c(O)cc(O)cc2cc1-c1ccccc1	102	96	82	100	96	96	92	98
CC(C)CNc1c(F)cc(C(=O)NC2CCCCC2)c(F)c1F	93	97	87	98	81	83	88	75
COc1cccc(Br)n1	104	111	·	100	98	95	102	106
O=C1CC(N2CCC(Oc3ccc4c(c3)OCO4)CC2)C(=O)N1c1ccccc1 (stereo unspecified)	103	100	·	95	·	102	·	94
Cc1ccc(CNc2ccc(Cl)cc2NCc2ccc(C)c(O)c2)cc1O	25	32	-11*	40	33	21	80	9.1*
Cc1nc2c([N+](=O)[O-])c(Cl)c(Cl)cc2n1Cc1ccc(B2OC(=O)CN(C)CC(=O)O2)cc1	91	109	29	84	92	70	69	91
CSc1ccc(C(=NNS(=O)(=O)c2ccc(C)cc2)c2ccc(F)cc2)cc1	101	103	96	112	98	105	101	101

Molecules above with two or more sulfur atoms:
SMILES	M14	SK-MEL-28	HOP-92	HOP-62	SK-MEL-5	A549/ATCC	EKVX	CCRF-CEM
O=C(Cn1c(=O)sc2nc3ccccc3nc21)Nc1ncc(Cc2ccc(F)cc2)s1	100	114	98	104	98	104	80	·
S=C1NCCNC(=S)SSSS1	116	119	99	111	108	93	116	80
CSc1ccc(C(=NNS(=O)(=O)c2ccc(C)cc2)c2ccc(F)cc2)cc1	101	103	96	112	98	105	101	101

Two of the compounds above, field by field:
O=C1CC(N2CCC(Oc3ccc4c(c3)OCO4)CC2)C(=O)N1c1ccccc1 (stereo unspecified)
  M14 = 103
  SK-MEL-28 = 100
  HOP-92 = ·
  HOP-62 = 95
  SK-MEL-5 = ·
  A549/ATCC = 102
  EKVX = ·
  CCRF-CEM = 94

Cc1nn(-c2ccc(Cl)cc2)c(=O)n1CCN1CCOCC1
  M14 = 70
  SK-MEL-28 = 93
  HOP-92 = 30
  HOP-62 = 34
  SK-MEL-5 = 80
  A549/ATCC = 56
  EKVX = 75
  CCRF-CEM = 63

(listing goes on)
SMILES	M14	SK-MEL-28	HOP-92	HOP-62	SK-MEL-5	A549/ATCC	EKVX	CCRF-CEM
CCCCN(CCCC)CCCn1c(-c2ccccc2)ccc1-c1ccccc1	78	89	45	88	·	76	50	44
CCCC(=O)OCc1ccc(OC)cc1	93	134	81	88	107	99	117	91
C=CC(C)(C)c1[nH]c2ccccc2c1C[C@@H]1NC(=O)[C@@H]2CCCN2C1=O	97	103	95	95	94	103	95	120
CCCCCCCCCCCCCCCC(=O)Oc1ccc(/C(CC)=C(/CC)c2ccc(OC(=O)CCCCCCCCCCCCCCC)cc2)cc1	106	112	101	99	103	96	102	104
CC1(C)COCN1COCCOCN1COCC1(C)C	·	104	129	109	101	99	·	·
NCCC[C@@H](N)C[C@H]1O[C@@H](n2cnc3c(N)ncnc32)[C@H](O)[C@@H]1O	99[100 µM]	109[100 µM]	86[100 µM]	97[100 µM]	102[100 µM]	91[100 µM]	93[100 µM]	98[100 µM]
CCOC(=O)CCNC(=O)CCC(=O)NS(=O)(=O)c1ccccc1	96	110	·	97	109	95	98	78
Cc1cc(C)c(S(=O)(=O)NN)c(C)c1	101	108	79	·	105	106	111	103
Cc1cc2cc3ccc(N(C)C)cc3nc2cc1N	-13*	-68*	-4.6*	-39*	-0.3*	-19*	-7.4*	5.5*
COc1ccc2[nH]cc(-c3cc4nc(-c5cn(C)c6ncc(Br)cc56)cc(N)n4n3)c2c1	-85*	-92*	-79*	-50*	-88*	-70*	-83*	-31*
COc1ccc(Nc2nnc(-c3csc(N)n3)s2)c(OC)c1	100	113	156	107	102	102	·	106
CC(C)(C)n1cc(-c2ccnc(NCCCNS(=O)(=O)c3ccc(Br)cc3)c2)c(-c2ccccc2)n1	78	103	39	95	71	67	68	65
COc1ccc(C(=O)CCN(Cc2ccccc2)Cc2cc(OC)c(OC)c(OC)c2)cc1	107	109	·	108	103	99	106	99
Nc1ncnc2c1ncn2C1OCC(O)C1O (stereo unspecified)	91	101	90	102	102	82	·	98
CC/C=C\C[C@H](O)C/C=C1/C(=O)C=C[C@@H]1C/C=C\CCCC(=O)O	58	54	75	97	60	76	105	4.1*
Cc1nc2nc3c(c(C)nn3-c3ccccc3)c(-c3ccc(Cl)cc3)c2c(=O)[nH]1	112	96	73	108	98	89	·	·
Cc1ccc(-n2nc(C(=O)O)c(N3CCCCC3)n2)cc1	102	107	96	100	100	102	95	107
O=C1C(c2[nH]c3ccccc3c2O)=Nc2ccccc21	99	·	70	94	90	101	97	87
CCOC(=O)C1=C(C)O/C(=C/c2ccc(OC)cc2)C1=O	101	107	104	107	107	108	·	91
CC(C)c1cc(C(C)C)n2nc(N)nc2n1	120	120	·	102	107	106	105	94
O=C(Cc1ccc(/C=C/C(=O)c2ncc[nH]2)cc1)Nc1ccc(F)cc1	55	87	70	20	·	26	35	2.6*
